# ALOX12 inh = inhibitors of human 12S-lipoxygenase ALOX12 | 580,000 tested, 1.1% active | purified 12hLO, xylenol orange hydroperoxide absorbance | Potency, µM (top dose mostly 108 µM), inactives show at the top dose activity change, negative = inhibition, actives largely listed as inhibitors; note: potency is the fitted concentration of half-maximal effect; % is set by controls: 0 for no effect and ±100 for the full control effect
#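 Hydroperoxide product was detected by ferrous iron/xylenol orange as the 573 to 405 nm absorbance ratio. Arachidonic acid at 40 uM (final) was turned over for 30 min at room temperature by 150 nM human 12hLO, pH 7.0 Hepes buffer, after 15 min compound preincubation.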
# Pol eta inh = DNA polymerase eta (human) inhibition | recombinant Pol eta, fluorescent DNA replication assay | Potency, µM (top dose mostly 114 µM), without a hit: top-dose activity change, negative = inhibition, most hits filed as inhibitors | 390,000 tested, 1.2% active | AID 588591; note: potency is the fitted concentration of half-maximal effect; % is set by controls: 0 for no effect and ±100 for the full control effect
# Target sequence (Q9Y253 whole entry, looked up): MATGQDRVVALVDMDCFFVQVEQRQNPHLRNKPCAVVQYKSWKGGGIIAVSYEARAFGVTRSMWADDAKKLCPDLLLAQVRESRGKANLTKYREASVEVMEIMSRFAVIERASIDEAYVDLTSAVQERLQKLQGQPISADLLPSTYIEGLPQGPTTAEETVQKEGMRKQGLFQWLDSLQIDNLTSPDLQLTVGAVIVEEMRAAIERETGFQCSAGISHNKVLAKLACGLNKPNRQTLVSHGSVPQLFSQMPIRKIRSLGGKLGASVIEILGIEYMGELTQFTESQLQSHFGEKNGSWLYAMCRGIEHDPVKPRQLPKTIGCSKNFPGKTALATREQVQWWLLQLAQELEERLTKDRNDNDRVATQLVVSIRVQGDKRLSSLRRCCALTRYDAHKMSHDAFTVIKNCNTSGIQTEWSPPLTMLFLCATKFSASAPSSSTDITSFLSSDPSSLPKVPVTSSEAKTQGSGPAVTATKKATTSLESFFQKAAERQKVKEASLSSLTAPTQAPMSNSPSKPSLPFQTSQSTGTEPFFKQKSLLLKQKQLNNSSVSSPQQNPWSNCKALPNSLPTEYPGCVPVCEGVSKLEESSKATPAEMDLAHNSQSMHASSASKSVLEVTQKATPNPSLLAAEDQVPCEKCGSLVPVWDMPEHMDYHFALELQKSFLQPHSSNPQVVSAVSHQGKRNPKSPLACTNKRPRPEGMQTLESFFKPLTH
#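 Pol eta at 10 nM preincubated with compounds 15 min at room temperature; reaction started with fluorescent substrate (50 nM final) and read kinetically at 0 and 10 min.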
# Pol kappa inh = inhibitors of human DNA polymerase kappa | Q9UBT6 | purified Pol kappa, fluorescent DNA synthesis assay, 10 min | Potency, µM (top dose mostly 107 µM), without a hit: at the highest dose activity, negative = inhibition, most hits filed as inhibitors | 400,000 tested, 0.53% active | AID 588579; note: potency is the fitted concentration of half-maximal effect; % is set by controls: 0 for no effect and ±100 for the full control effect
#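 10 nM Pol kappa preincubated 15 min at room temperature with compounds, then reaction started with substrate at 50 nM final. Fluorescence read kinetically at 0 and 10 min; buffer-only wells served as negative control.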
# APEX1 inh = blocks human APE1 abasic DNA cleavage; P27695; recombinant APE1, TAMRA/BHQ-2 abasic DNA cleavage fluorescence; Potency, µM (series often up to 65.8 µM), for the others: at the highest dose activity change, negative = inhibition, most hits filed as inhibitors; 350,000 tested, 0.35% active; AID 2517;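 note: potency is the fitted concentration of half-maximal effect; plate controls were vehicle for no effect and reference inhibitor for full effect; nearly all actives have a fitted effect of over 55% in size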
# Target sequence (P27695 whole entry, looked up): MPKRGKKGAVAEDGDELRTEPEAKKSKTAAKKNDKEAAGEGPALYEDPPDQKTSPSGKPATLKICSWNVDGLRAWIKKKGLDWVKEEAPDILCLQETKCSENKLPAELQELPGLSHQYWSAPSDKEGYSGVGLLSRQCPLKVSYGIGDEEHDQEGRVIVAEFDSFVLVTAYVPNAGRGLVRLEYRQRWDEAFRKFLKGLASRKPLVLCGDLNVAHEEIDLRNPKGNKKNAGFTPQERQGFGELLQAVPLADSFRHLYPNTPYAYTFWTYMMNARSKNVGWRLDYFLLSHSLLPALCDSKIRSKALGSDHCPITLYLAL
#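 Step 1: APE1 (0.75 nM) with compound, 15 min RT. Step 2: add 50 nM fluorophore/quencher THF duplex. Step 3: three fluorescence reads 60 s apart (525/598 nm); read 3 minus read 1 = reaction progress.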
# Apoferritin bind = candidate novel general anesthetic via apoferritin binding. apoferritin/1-aminoanthracene competitive binding, fluorescence. P02791. 350,000 tested, 0.074% active. Potency, µM (doses to about 77.5 µM), without a hit: at the top dose activity change, negative = displacement, usual class: inhibitors; note: potency is the fitted concentration of half-maximal effect; % is set by controls: 0 for no effect and ±100 for the full control effect; nearly all actives have a fitted effect of over 20% in size
#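 Steps: apoferritin (10 uM) was premixed with half-saturated 1-AMA in PBS, compounds were pin-transferred, plates stood 10 min at room temperature, fluorescence was read at 380/535 nm, and curves were fitted with a Hill equation.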
# LDHA inh = LDHA (human) enzyme inhibition | purified LDHA, NADH/diaphorase-resazurin fluorescence; stronger effect = lower value | activity change, % (values are at about 110 or 230 µM) | 480,000 tested, 0.15% active | AID 1347041; in the data active = activity change below about -30%; inconclusive = mostly about -25% to -30%;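 note: plate controls were DMSO wells for no effect and wells without enzyme for full effect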
#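 Resorufin fluorescence (ex540/em590), read at 0 and 20 min after diaphorase/resazurin addition, reports the NADH left after a 5 min room-temperature reaction of 2 nM human LDH5 with 0.06 mM NADH and 0.2 mM pyruvate.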
# Pol beta inh = inhibitors of human DNA polymerase beta. P06746. 340,000 tested, 1.3% active. Potency, µM (titrated, usually from 114 µM), without a hit: at the top dose activity change, negative = inhibition, hits mostly inhibitors. Pol beta primer extension/strand displacement, fluorescence kinetic; note: potency is the fitted concentration of half-maximal effect; % is set by controls: 0 for no effect and ±100 for the full control effect
#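 Reaction started by 50 nM substrate onto compound-treated Pol beta (10 nM, 15 min preincubation, room temperature); plates read at 0 min and 10 min. Normalized concentration-effect data fitted by four-parameter Hill equation.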
# ERG Ets-DNA blk = ERG Ets/DNA interaction inhibition; AID 624246; P11308; fluorescence polarization, His-ERG Ets domain / labelled DNA; 370,000 tested, 0.028% active; Potency, µM (doses to about 76.9 µM), for the others: top-dose FP activity, negative = inhibition, most hits filed as inhibitors; active = well fitted inhibition curve with a large enough effect in the polarisation, with a control signal flat; inconclusive = small, poorly fitted or top-dose-only effect, or effect the other way, or a change in a side signal; inactive = no such curve, though single readings can be large or run the other way; the % refers to the polarisation;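 note: polarization taken with two DNA probes labelled with fluorescein and Texas red; potency is the fitted concentration of half-maximal effect; % of control where 0% means no effect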
#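 His-tagged ERG Ets domain (1 uM in the protein solution; 300mM KCl, 50mM Tris-HCl, 1mM EDTA, 1mM DTT, pH 7.5) received compound, then a probe mix of 5 nM fluorescein-DNA and 100nM Texas-615-DNA. Fluorescence polarization was read for both dyes.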
# RGS4 inhibitor = inhibitors of human regulator of G protein signaling 4; P49798; Transcreener GDP fluorescence polarization, RGS4-accelerated GTP hydrolysis; Potency, µM (top dose mostly 114 µM), for inactives: at the top dose activity change, negative = inhibition, usual class: inhibitors; 390,000 tested, 0.039% active; AID 504845; note: potency is the fitted concentration of half-maximal effect; % is set by controls: 0 for no effect and ±100 for the full control effect; nearly all actives have a fitted effect of over 75% in size; some results filed as inactive show a strong effect at the top dose
#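 MLSMR compounds (23 nl, pin-transferred) preincubated 10 min at room temperature with a 500nM (2x) first reagent, then RGS4 at 900nM (2x) plus Transcreener GDP mix added; fluorescence polarization (620/688 nm) read before and after 90 min at 30 °C.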
# Starred values were filed as active, the others as inactive; ? = inconclusive; nt = not tested or not shown; & = joins results of further samples; ! = not active in a repeat; [ ] = remark or other dose. Unless noted, calls come from the whole dose curve; as a rule, active = well fitted curve in the direction sought with a large enough effect; inconclusive = small, poorly fitted or top-dose-only effect, or another doubt; inactive = no such curve, though single readings can be large; an effect the other way counts as inactive or inconclusive. This is a subset; the hit share may differ from the screen's.
Molecule,ALOX12 inh,Pol eta inh,Pol kappa inh,APEX1 inh,Apoferritin bind,LDHA inh,Pol beta inh,ERG Ets-DNA blk,RGS4 inhibitor
N/C(Cc1ccc([N+](=O)[O-])cc1)=N\OC(=O)c1ccc([N+](=O)[O-])cc1,-1%,-23%,-1%,-3%,-10%,-3,0%,1%,-25%
CC(Cc1c[nH]c2ccccc12)NC(=O)OCCCl (stereo not given),-13%,5%,-5%,4%,-9%,1,6%,-10%,-1%
N=c1n(CCCOc2ccc(F)cc2)c2ccccc2n1CC(N)=O,-7%,-14%,-7%,4%,-7%,-5,3%,-7%,-10%
COc1ccc(OCC(=O)Nc2sc3c(c2C(=O)NCC2CCCO2)CCC3)cc1 (stereo not given),1%,-8%,7%,-3%,-17%,-4,23%,1%,-4%
CCS(=O)(=O)N1CCC(NC(=O)c2ccco2)CC1,21%,4%,-2%,0%,-6%,-5,1%,?,21%[11.4 µM]
COc1ccc(Cl)c2c1[nH]c1nc(SCc3cccnc3)nnc12,-8%,-21%,-7%,-1%,-6%,-5,4%,-8%,-19%
Cc1ccc(S(=O)(=O)Nc2ncnc3ccccc23)cc1,-2%,7%,-10%,12%,10%,-1,19%,-6%,-3%
Cc1cccc(Cn2c(=O)n(CC3CCC(C(=O)NC(C)C)CC3)c(=O)c3sccc32)c1 (stereo not given),-6%,-11%,-1%,nt,-4%,-11,14%,-5%,9%

# Pulled by structure from the list above:
Molecule,ALOX12 inh,Pol eta inh,Pol kappa inh,APEX1 inh,Apoferritin bind,LDHA inh,Pol beta inh,ERG Ets-DNA blk,RGS4 inhibitor
N/C(Cc1ccc([N+](=O)[O-])cc1)=N\OC(=O)c1ccc([N+](=O)[O-])cc1,-1%,-23%,-1%,-3%,-10%,-3,0%,1%,-25%
N=c1n(CCCOc2ccc(F)cc2)c2ccccc2n1CC(N)=O,-7%,-14%,-7%,4%,-7%,-5,3%,-7%,-10%
Cc1ccc(S(=O)(=O)Nc2ncnc3ccccc23)cc1,-2%,7%,-10%,12%,10%,-1,19%,-6%,-3%
COc1ccc(OCC(=O)Nc2sc3c(c2C(=O)NCC2CCCO2)CCC3)cc1 (stereo not given),1%,-8%,7%,-3%,-17%,-4,23%,1%,-4%
COc1ccc(Cl)c2c1[nH]c1nc(SCc3cccnc3)nnc12,-8%,-21%,-7%,-1%,-6%,-5,4%,-8%,-19%
CCS(=O)(=O)N1CCC(NC(=O)c2ccco2)CC1,21%,4%,-2%,0%,-6%,-5,1%,?,21%[11.4 µM]
Cc1cccc(Cn2c(=O)n(CC3CCC(C(=O)NC(C)C)CC3)c(=O)c3sccc32)c1 (stereo not given),-6%,-11%,-1%,nt,-4%,-11,14%,-5%,9%

# Additional compounds follow:
Molecule,ALOX12 inh,Pol eta inh,Pol kappa inh,APEX1 inh,Apoferritin bind,LDHA inh,Pol beta inh,ERG Ets-DNA blk,RGS4 inhibitor
C#Cc1cccc(C(=O)N2CCCC(Nc3cccc(F)c3)C2)c1 (stereo not given),-29%,-14%,-7%,1%,-13%,-13,-2%,-9%,-21%
COC(=O)c1cc(C(=O)Nn2cnnc2)cc([N+](=O)[O-])c1,-1%,-17%,-6%,10%,-2%,-1,-19%,-2%,-18%
C[C@]12CC[C@H](O)CC1=CCC1C2CC[C@@]2(C)C1CCC21OCCO1 (stereo not given in full),-7%,-22%,-3%,1%,nt,0,nt,-1%,-3%
CCCC(=O)O[C@@H]1C[C@@H](C)N(C(=O)c2ccccc2)c2ccc(C)cc21,-5%,-16%,1%,-4%,-20%,1,49%,-1%,-2%
COc1ccc(OC)c(/C=C/C(=O)c2ccc3c(c2)OCCO3)c1,-26%,-7%,-15%,-3%,-6%,-15,?,2%,-27%
O=C(O)c1cccc(N2CCCC2)c1,?,?,-14%,-2%,-4%,6,2%,0%,-3%
O=C(O)C1C2CC3OC(=O)C1C3C2 (stereo not given),-14%,-10%,-4%,nt,nt,-3,nt,-5%,4%
O=S(=O)(NC1c2cccc3cccc(c23)C1Sc1ncccn1)c1ccc(Cl)cc1 (stereo not given),-29%,-17%,-22%,-8%,-4%,-8,-8%,0%,-33%
O=C(CCNC(=O)c1ccc(Br)cc1)Nc1ccccc1N1CCCCC1,-1%,-22%,-7%,-16%,nt,0,nt,-2%,-2%
CC(C)c1ccc(-c2nnn(CCC(=O)O)n2)cc1,nt,-13%,-20%,-5%,-8%,-3,37%,1%,19%
CCOc1ccc(S(=O)(=O)N(CC(=O)O)c2ccc(C)cc2)cc1,-9%,-7%,-4%,1%,-3%,-2,1%,0%,22%
O=C(Cc1c(C(=O)O)[nH]c2ccccc12)NCCN1CCN(c2cccc(Cl)c2)CC1,16%,-22%,-8%,1%,-4%,-2,-19%,-4%,7%
C/C(Cn1nnc([N+](=O)[O-])n1)=N\NC(=O)c1ccc(Cl)c(Cl)c1,-2%,-2%,-13%,-3%,-19%,27,?,nt,6%
O=C(CCCCC(=O)OC1CCCCC1)OC1CCCCC1,-2%,-2%,-11%,nt,nt,1,nt,8%,12%
CCCCN(C(=O)c1cccc(S(=O)(=O)N(CC)c2ccccc2)c1)c1c(N)n(CC(C)C)c(=O)[nH]c1=O,11%,-10%,-4%,nt,nt,-7,nt,-2%,-22%
CCCN(CC(=O)Nc1ccccc1OC)C(=O)c1cc(-c2ccccc2)nn1-c1ccccc1,45µM*,-12%,3%,-26%,nt,0,nt,7%,-12%
COc1ccc(-c2nc3c(c(SCC(=O)Nc4cccc(O)c4)n2)Cc2c(CO)cnc(C)c2O3)cc1,?,20µM*,79µM*!,36%[activator],-17%&-16%,-10&1,1.6µM*!,9%&1%,-29%&-38%
CN(C)c1ccc(NC(=O)CSc2n[nH]c(-c3ccco3)n2)cc1,-1%,-20%,2%,0%,-11%,-3,?,-7%,-1%
CCc1ccc(N2CCN(C(=O)N3CCOCC3)CC2)cc1,-6%,-19%,-1%,2%,-5%,-2,-8%,-5%,-20%
Cc1cccc2c(=O)n3c(cc12)-c1[nH]c2ccccc2c1CC3,?,?,-16%,nt,nt,-5,nt,-16%,10%
Cc1c(C(=O)NC2CCCCC2)oc2c1C(=O)CC(C)(C)C2,19%,2%,-10%,0%,3%,-7,?,-1%,2%
CC(Sc1ccc(S(=O)(=O)N2CCN(C)CC2)cn1)C(=O)NC1(C#N)CCCCC1 (stereo not given),2%,-14%,-3%,-4%,nt,-6,nt,-1%,1%
CC(=O)N1CCN(S(=O)(=O)c2ccc(C)cc2)C1C (stereo not given),5%,-20%,1%,9%,nt,-1,nt,1%,-7%
Cc1ccc(-c2nn(-c3ccccc3)cc2C(=O)Nc2ccc(C)c(S(=O)(=O)N3CCOCC3)c2)cc1,-15%,-16%,-19%,-6%,-1%,-4,20%,7%,-14%
CC(C)OC(=O)/C(=C\c1ccccc1)NC(=O)c1ccccc1,10%,-6%,-5%,0%,-6%,1,-15%,8%,9%
CSc1cccc(N2CC(C(=O)Nc3cccc(S(=O)(=O)N4CCCC4)c3)CC2=O)c1 (stereo not given),28µM*,-21%,-4%,25%,nt,-4,nt,-8%,-28%
CCCCC1(O)CC(C(F)(F)F)=NN1C(=O)COc1ccccc1 (stereo not given),3%,-6%,-3%[60.1 µM],10%,-14%,-10,26%,nt,-4%
COc1ccc(-n2c(CNC(=O)c3ccc(S(=O)(=O)N4CCCC4)cc3)n[nH]c2=S)cc1,?,1%,-6%,-2%,-12%,-5,27%,0%,-8%
CC(=O)Nc1ccc(NC(=O)C2CCCN2C(=O)NCc2ccccc2)cc1 (stereo not given),0%,-18%,-4%,3%,-5%,-11,17%,20%,-25%
Cc1cccc(CSCc2ccc(C(=O)NC(C)C)o2)c1,0%,-9%,-6%[60.1 µM],25%,-8%,1,1%,6%,4%
Cc1cc(C(C)(C)C)cc(C)c1N,-28%,-8%,-3%,1%,?,2,?,nt,-28%
CCOCCCNC(=O)C(c1ccc(OC)cc1)N(Cc1cccs1)C(=O)CNC(C)=O (stereo not given),0%&-9%,1%&-13%,-8%&0%,-1%,-1%&2%,-3&2,?,-1%&-2%,12%&30%
CNC(=S)N/N=C/c1cn(CCOc2cccc(OC)c2)c2ccccc12,35µM*,-20%,-5%,-5%,114%[activator],-4,4%,-2%,-10%
CSC(=NS(=O)(=O)c1ccc(C)cc1)SC,-20%,-9%,-7%,0%,-11%,-5,-1%,-10%,8%
COC(=O)c1c(NC(=O)Cn2nc(C(F)F)cc2C(F)F)sc(C)c1C,?,-2%,-13%,2%,-2%,-2,-15%,3%,?
Cc1cccc(C(=O)NCC(=O)NNC(=O)c2ccccc2O)c1,-28%,-2%,4%,-6%,nt,7,nt,7%,5%
CC(=O)CSc1nc2ccccc2o1,0%,-1%,-9%,1%,-4%,-6,8%,11%,6%[11.4 µM]
